Exocytosis inh – LAMP-1 surface exposure blockers, TALL-104 cells – cell-based, flow cytometry, MLPCN library, primary screen; TALL-104 LAMP-1 surface exposure; cells stimulated with thapsigargin and PMA; inhibition, % at 10 µM; 0.66% of 360,000 active;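 active = inhibition above about 55%, limit read from the data; inconclusive = no clear call, values can overlap the other calls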
Vif inh – HIV Vif self-association inhibitors, primary screen, imaging, HEK293T, single point; HEK293T cells, Vif self-association by quenched fluorescence, 24 h; inhibition, % at 7.49 µM; 0.35% of 340,000 active; AID 602346, 2012; in the data active = inhibition above about 50%, passing the limit was not always enough; inconclusive = no clear call, values can overlap the other calls; inactive = below about 31%; also: some results filed as inactive read as strong as hits
Cardio protect – cardioprotection against H2O2-induced cell death, primary screen, uHTS, H9c2 cells, ATPLite luminescence. H9c2 cardiomyocytes, H2O2 injury protection, 2 h. protection from H2O2 cell death, % at 20 µM. 0.63% of 360,000 active. AID 588492, 2011;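 active = compounds giving at least 50% protection of heart cells from peroxide-induced death in the single-dose screen, raw or plate-pattern-corrected value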;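 also: 0% = DMSO wells with peroxide and 100% = DMSO wells without peroxide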
ABCB6 inh MLPCN – ABCB6 transporter inhibitors, primary screen, K562-ABCB6 cells, flow cytometry, MLPCN library. ATP-binding cassette sub-family B member 6 (Homo sapiens), Q9NP58. K562-ABCB6 porphyrin accumulation, 1 h; hits give low values. fluorescence ratio to DMSO, % at 10 µM. 0.19% of 360,000 active. AID 602162, 2011;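 active = fluorescence ratio to DMSO below 75%, the collection mean minus 3 SD; inconclusive = too few cells collected in the well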;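 also: signal is porphyrin accumulated inside mitochondria; 100% equals median channel fluorescence of DMSO control wells; lower ratio means ABCB6 inhibition with less porphyrin fluorescence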
CaV13 ICDI inh – Disruptors of the CACNA1D IQ motif to Ca2+-dependent inactivation inhibitor domain association, primary screening, Förster resonance energy transfer in intact living …. 0.098% of 340,000 active. HEK cells, CFP/YFP FRET ICDI-IQ, plate reader, 10 min; percent FRET-ratio fall versus neutral wells. AID 743397. inhibition, % at 12.3 µM;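 active = mean replicate inhibition of at least 30% and at least 1% of replicates passing that level; inconclusive = only one of the two criteria is met; inactive = neither criterion is met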;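 also: 0% = median of the neutral control wells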
HTR2A ag – mouse Htr2a agonists via beta-arrestin recruitment, primary screen, cell-based, luminescence. 5-hydroxytryptamine receptor 2A (Mus musculus), P35363. CHO-K1 mHTR2A beta-arrestin complementation; percent of 30 µM serotonin response. activation, % at 7.6 µM. 0.66% of 360,000 active. AID 624169, 2012;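 active = activation above a run cutoff, the mean activation of all tested compounds plus 3 SD, cut at about 14% in these data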;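 also: 0% = plate median of compound wells and 100% = 30 µM serotonin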
Target sequence (P35363 whole entry, looked up): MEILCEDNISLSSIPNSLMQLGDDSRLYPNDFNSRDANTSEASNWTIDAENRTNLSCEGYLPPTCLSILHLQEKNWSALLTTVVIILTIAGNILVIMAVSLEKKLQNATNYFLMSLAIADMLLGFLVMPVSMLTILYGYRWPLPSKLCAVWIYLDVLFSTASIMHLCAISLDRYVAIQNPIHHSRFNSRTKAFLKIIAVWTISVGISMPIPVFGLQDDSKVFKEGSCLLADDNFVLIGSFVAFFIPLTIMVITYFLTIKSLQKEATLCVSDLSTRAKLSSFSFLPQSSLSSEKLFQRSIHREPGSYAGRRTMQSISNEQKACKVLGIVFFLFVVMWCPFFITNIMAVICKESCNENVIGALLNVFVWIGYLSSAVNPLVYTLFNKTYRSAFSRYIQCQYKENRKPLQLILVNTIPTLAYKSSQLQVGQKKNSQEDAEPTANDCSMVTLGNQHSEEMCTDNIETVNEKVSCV
hiPSC survival – enhancers of single-cell hiPSC survival, primary screen, ATPlite luminescence | survival enhancement, % at 20 µM | 100% = ROCK inhibitor wells, 0% = DMSO | 0.044% of 360,000 active; in the data active = survival enhancement above about 18%;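 also: cells exposed to compounds for 16 hours before the ATP read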
PDI inh – inhibitors of human PDI, primary screen, biochemical, turbidity, single point, plate reader; PDI insulin aggregation turbidity, A650, 90 min; AID 588391, 2011; inhibition, % at 10 µM; Protein disulfide-isomerase (Homo sapiens), P07237; 0.052% of 350,000 active;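 active = mean inhibition across replicates of 30% or more, whatever share of single replicates reach that level; inconclusive = mean inhibition below 30% while every single replicate reaches 30%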;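 also: absorbance from insulin aggregation driven by PDI reduction with DTT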
Target sequence (P07237 whole entry, looked up): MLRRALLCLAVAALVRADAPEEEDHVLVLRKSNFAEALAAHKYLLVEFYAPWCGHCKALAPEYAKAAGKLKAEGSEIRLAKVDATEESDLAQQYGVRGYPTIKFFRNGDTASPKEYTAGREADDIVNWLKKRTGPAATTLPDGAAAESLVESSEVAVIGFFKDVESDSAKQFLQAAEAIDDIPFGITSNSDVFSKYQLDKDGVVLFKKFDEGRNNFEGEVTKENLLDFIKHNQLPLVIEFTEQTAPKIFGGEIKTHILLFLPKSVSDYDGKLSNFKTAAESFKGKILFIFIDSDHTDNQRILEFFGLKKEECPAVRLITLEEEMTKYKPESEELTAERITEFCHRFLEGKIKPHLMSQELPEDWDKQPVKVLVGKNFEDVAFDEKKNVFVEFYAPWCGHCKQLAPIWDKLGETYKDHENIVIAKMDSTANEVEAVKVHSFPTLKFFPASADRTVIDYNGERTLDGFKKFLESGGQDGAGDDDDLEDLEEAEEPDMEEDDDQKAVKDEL
N-glyco inh – increase of ERlucT glycosylation luciferase signal, primary screen, N-linked glycosylation inhibitor project, D54 ERlucT cells, luminescence, set 2. D54 ERlucT glycosylation luciferase reporter, 24 h; percent of 100 nM tunicamycin response. reporter increase, % at 12.5 µM. 0.23% of 360,000 active. AID 588692, 2011;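 active = mean luciferase reporter signal, scaled so untreated is 0 and the glycosylation-blocking control 100, at or above a set limit in every replicate; inconclusive = mean reaches the limit but not every replicate does; inactive = mean below the limit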;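 also: luciferase carries N-glycosylation sites so blocking glycosylation raises the light; 0% = median of neutral control wells and 100% = median of 100 nM tunicamycin wells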
aDG glyco up – activators of alpha-DG glycosylation, primary screen, uHTS, Pro5-aDG cells, AlphaScreen; 0.22% of 360,000 active; AID 624168, 2012; activation, % at 10 µM; alpha-DG glycosylation AlphaScreen (IIH6); 0% Pro5, 100% B10-LARGE cell signal;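 active = activation of at least 8% versus controls, or a plate z-score of at least 8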;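 also: Pro5 are CHO cells carrying HIG-tagged alpha-DG that lacks glycosylation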
Active calls of the source: *; i = inactive; ? = inconclusive; . = no result given.

SMILES	Exocytosis inh	Vif inh	Cardio protect	ABCB6 inh MLPCN	CaV13 ICDI inh	HTR2A ag	hiPSC survival	PDI inh	N-glyco inh	aDG glyco up
O=C(Nc1ccccc1)c1ccc(=O)n(Cc2ccc(F)c(F)c2)c1	0.2	18.3	2.6	102.0	-6.6	-3.0	-0.1	-0.7	-0.9	2.1
CCN(C(=O)CN1CCN(c2ccccc2)CC1)c1c(N)n(Cc2ccccc2)c(=O)[nH]c1=O	-1.9	44.3	0.6	102.0	-4.0	-2.0	-1.8	7.3	0.8	-0.2
Cn1cc(CN2CCCCC2C(=O)Nc2ccc(-n3cccn3)cc2)cn1 (stereo unspecified)	2.3	-11.9	5.2	99.0	-7.2	-5.6	0.2	-2.4	0.2	-0.1
Cc1ccc(C)c(N(C(=O)CNC(=O)c2ccco2)C(C(=O)NC2CCCC2)c2ccncc2)c1 (stereo unspecified)	-4.9	-2.9	4.0	103.0	-2.7	-3.4	0.1	2.4	3.2	0.2
COc1ccccc1NC(=O)CCCC(=O)OCC(=O)c1ccc(F)cc1	-5.5	-5.7	3.5	94.0	-7.6	-0.4	0.0	-13.2	1.1	-0.1
Cc1ccc(F)c(CNC(=O)C2CCC(=O)N(CCN3CCOCC3)C2)c1F (stereo unspecified)	1.7	11.5	0.5	100.0	-3.0	1.6	0.2	2.4	2.5	-0.1
CC(C)(C)OC(=O)N1CCC[C@@H]1C(=O)N1CCC[C@@H]1C(=O)NCc1ccccc1Cl	-2.3	.	.	98.0	-9.2	3.7	-1.0	.	.	-0.2
Cc1ccc2nc(-c3ccncc3)[nH]c2c1	-1.0	-12.7	-8.1	95.0	-2.2	1.6	-0.1	-22.6	-1.8	-0.1
CCCn1c(=O)c2ccccc2n2c(SC(C)C(N)=O)nnc12 (stereo unspecified)	-9.4	11.5	-0.6	96.0	-4.7	0.0	-0.5	-6.0	3.7	0.1
O=C(c1ccc(Cl)cc1)N1CCN(CCc2ccccn2)CC1	-7.1	-7.9	-8.4	92.0	-3.2	-21.0	-0.6	5.0	-1.3	0.1
CC1CCN(C2=NC(=O)/C(=C/c3ccc(O)cc3)S2)CC1	7.9	1.4	-5.4	103.0	-1.0	-11.4	-0.2	1.3	-4.8	-0.3
COc1ccc(CCn2nnc3ccccc3c2=O)cc1OC	-2.9	-1.7	8.1	100.0	-5.4	-1.7	0.9	-3.2	0.3	-0.2
CS(=O)(=O)N1CCN=C1SCc1ccccc1	0.5	-3.6	2.7	98.0	-2.3	-1.3	0.2	5.8	0.1	0.3
COc1ccc(Cl)cc1NC(=O)CN(C)C(=O)CSc1ccc2c(c1)OCCO2	18.9	6.6	4.5	88.0	-16.6	-4.2	-0.4	-9.3	2.3	0.0
CCOC(=O)c1cc(C(C)=O)c(=O)n(C)c1N	-0.5	3.1	1.7	102.0	-4.5	-4.2	-3.1	-2.5	2.2	-0.1
COc1ccc(/C=N/Nc2cc(C)nc(-n3nc(C)cc3C)n2)c(OC)c1	11.7	-4.3	31.9	91.0	-2.6	-11.2	-2.3	-4.9	-12.1	-0.6
CC(=O)Nc1ccc(S(=O)(=O)/N=C2\C(=O)c3ccccc3C([O-])=C2n2cc[n+](-c3ccccn3)c2)cc1	5.2	-1.9	-26.5	99.0	3.0	3.7	-0.9	2.1	6.2	0.0
CC1CCCC2(C1)NC(=S)c1c(sc3c1CCCC3)N2 (stereo unspecified)	0.6	8.2	0.2	96.0	-4.8	-0.4	-0.5	-4.5	2.0	-0.2
CC(C)(C)CC(=O)N[C@@H](Cc1ccccc1)c1nc2ccccc2[nH]1	10.7	10.6	-0.6	102.0	.	-1.2	0.1	-3.3	-0.1	0.0
CC(C)=CC(=O)Nc1c(C)cc(C)cc1Cl	2.0	4.9	1.6	92.0	-21.1	5.0	2.6	8.6	-0.5	0.3
O=C(O)C(CO)N=Cc1c(O)c2ccccc2oc1=O (stereo unspecified)	3.7	0.0	-0.5	94.0	-4.9	-1.8	0.4	2.2	0.2	-0.3
O=C(COC(=O)c1ccncc1)c1ccc(Br)cc1	0.6	?	-1.0	99.0	4.5	2.8	-0.9	-4.4	1.8	0.2
CCn1c(SCC(=O)NNC(=O)c2ccccc2)nnc1-c1ccncc1	-1.4	3.5	2.0	104.0	-5.6	-1.4	0.3	0.8	-2.4	0.5
CC(=O)Nc1cnc(-c2ccccc2C(C)=O)cn1	-6.7	.	1.7	99.0	-6.1	-2.7	-0.8	-9.4	-0.8	0.0
COc1cc2c(cc1OC)C(c1cccs1)N(C(=O)c1cccnc1)CC2 (stereo unspecified)	-4.6	.	10.1	101.0	1.6	1.4	-0.6	5.6	80.2*	-0.3

The list goes on.
SMILES	Exocytosis inh	Vif inh	Cardio protect	ABCB6 inh MLPCN	CaV13 ICDI inh	HTR2A ag	hiPSC survival	PDI inh	N-glyco inh	aDG glyco up
CS(=O)(=O)N(CC(=O)NC1CCCCC1)c1cccc(Cl)c1	0.3	3.4	-2.4	90.0	0.6	2.2	-0.1	0.8	1.7	-0.3
Cc1cc(C)nc(NC(=O)Cc2ccc([N+](=O)[O-])cc2)c1	-0.9	1.4	2.5	89.0	-4.4	1.6	2.5	0.6	2.3	0.1
CCOC(=O)N1CCN(S(=O)(=O)/C=C/c2ccccc2)CC1	2.2	7.2	0.5	88.0	-5.6	-1.4	-0.7	-5.1	-0.6	0.0
COc1ccc(N2CCN(c3ccc4nnc(CCC(=O)Nc5ccc(C)cc5)n4n3)CC2)cc1	-0.3	.	10.4	100.0	-9.7	11.5	2.4	.	-0.4	0.0
Nc1cc(Oc2cccnc2)cc([N+](=O)[O-])c1	-2.2	-4.2	0.5	99.0	-0.2	-2.4	0.7	-0.4	1.9	-0.1
Cn1c(SCC(=O)N2CCCC2)nc2cccnc21	2.7	14.5	3.8	97.0	-5.3	-1.7	3.7	13.3	1.7	-0.2
COc1ccc(OC)c(S(=O)(=O)NC(N)=NCCc2ccccc2)c1	-6.7	-16.9	12.6	97.0	-3.7	3.2	3.7	14.3	-0.9	-0.3
O=C1c2ccccc2C(=O)c2c1cccc2N1CCN(Cc2ccccc2)CC1	3.5	-4.4	9.4	94.0	.	-3.4	-0.7	5.9	2.5	-0.9
O=C(OCC(=O)c1c[nH]c2ccccc12)c1ccco1	-2.2	14.3	-6.8	100.0	1.1	-1.6	1.2	-8.9	1.1	0.1
COc1ccc(NC(=O)c2cnc3sccn3c2=O)cc1	-2.2	.	-11.8	108.0	-3.9	1.1	-2.0	-4.9	.	-0.3
Fc1ccc(Oc2nc(-c3ccccn3)nc3ccccc23)cc1	0.1	9.2	-2.8	99.0	-5.3	2.6	0.0	-2.8	2.4	2.0
COc1cccc(NC(=O)CSc2nc3ncc(Br)cc3[nH]2)c1	-4.6	-2.0	-7.8	94.0	-2.6	-0.5	1.1	-2.7	0.8	0.1
CC(=O)Nc1ccc(NCc2ccc(C)s2)cc1	2.3	4.6	7.8	88.0	-3.9	8.2	-0.3	9.1	-2.2	-0.2
O=C1CC(N2CCN(C/C=C/c3ccccc3)CC2)C(=O)N1Cc1cccs1 (stereo unspecified)	1.2	-3.5	-2.6	95.0	-0.2	-3.6	-3.0	-3.1	0.4	0.1
COc1ccccc1C1/C(=C(/O)c2ccc(C)cc2)C(=O)C(=O)N1CC(C)O (stereo unspecified)	1.0	6.7	5.1	107.0	-3.6	0.9	1.8	-1.7	2.0	0.6
CCN(CC)c1ccc(C(=O)NNC(=O)CN2C(=O)NC(C)(c3ccccc3)C2=O)cc1 (stereo unspecified)	4.1	0.2	-3.1	101.0	-5.0	-0.1	-0.4	0.5	0.1	-0.1
N#CCCN(C(=O)COC(=O)c1cccc(S(=O)(=O)N2CCCC2)c1)c1ccc(F)cc1	-2.6	-1.5	3.7	96.0	-6.1	-1.9	0.3	6.1	-1.2	-0.4
CCCC(=O)Nc1cc(-c2nc3ncccc3o2)ccc1C	-0.9	7.8	9.8	146.0	-5.0	3.7	-4.3	5.8	2.3	-0.3
COc1ccc(CNC(=O)CNC(=O)c2ccc(Br)o2)cc1OC	-2.1	7.4	3.3	100.0	.	2.6	1.6	9.5	-1.0	0.3
O=c1ccc2c(-c3ccccc3)c3ccc(O)cc3oc-2c1	-7.2	i	15.7	279.0	-89.6	-1.3	-0.8	6.9	1.7	-0.2
CC[C@]12c3[nH]c4cc(CCC(=O)N(C)C)ccc4c3CCN1C(=O)[C@@H](CC(=O)NCCCOC)C[C@@H]2C(=O)N1CCN(C(=O)c2ccco2)CC1	-7.2	-4.1	8.6	99.0	-10.0	-0.4	-0.6	6.0	1.9	0.0
CCCNS(=O)(=O)c1ccc(NC(=O)c2cccnc2)cc1	-2.4	-2.1	-5.6	100.0	-4.6	1.9	6.6	7.1	-0.8	0.1
COc1ccccc1NC(=O)c1cc2c(s1)-c1ccccc1S(=O)(=O)C2	1.3	-3.4	16.4	99.0	-5.5	-0.9	-0.5	6.1	-1.8	-0.3
N[C@@H](Cc1ccc(O)cc1)c1nnc([C@H](CO)NC(=O)C2CCNCC2)o1	-0.9	0.8	10.3	93.0	-10.1	-0.3	1.8	2.8	1.9	0.0
CCOCCCNC(=O)C(c1ccc(Cl)cc1)N(Cc1cccs1)C(=O)c1ccccn1 (stereo unspecified)	-0.2	-2.7	14.0	93.0	-6.7	2.0	0.3	-3.7	-1.2	-0.3
C/C(CC(=O)Nc1ccccc1Cl)=N\NC(=O)C(=O)NCCO	14.7	6.7	0.1	95.0	-18.9	-1.8	-0.7	1.2	1.4	-0.4
Cn1c(C(=O)N(Cc2ccccc2)Cc2ccccn2)cc2sccc21	-1.3	3.5	6.7	101.0	-3.3	-6.6	2.3	-2.7	-0.7	0.2
CN1C(=O)C(O)(CC(=O)c2cccc(-n3cccc3)c2)c2ccccc21 (stereo unspecified)	2.3	5.4	21.3	100.0	-4.4	-5.5	-0.2	-3.8	-0.2	0.0
COc1ccccc1CNC(=O)c1ccc2c(=O)n(CC3CCCO3)c(=S)[nH]c2c1 (stereo unspecified)	16.1	5.7	-3.3	94.0	-4.3	-0.3	-0.4	-4.5	-0.6	-0.1

A draw from above in order of SMILES length, falling:
SMILES	Exocytosis inh	Vif inh	Cardio protect	ABCB6 inh MLPCN	CaV13 ICDI inh	HTR2A ag	hiPSC survival	PDI inh	N-glyco inh	aDG glyco up
O=C1c2ccccc2C(=O)c2c1cccc2N1CCN(Cc2ccccc2)CC1	3.5	-4.4	9.4	94.0	.	-3.4	-0.7	5.9	2.5	-0.9
COc1ccc(OC)c(S(=O)(=O)NC(N)=NCCc2ccccc2)c1	-6.7	-16.9	12.6	97.0	-3.7	3.2	3.7	14.3	-0.9	-0.3
COc1ccc(NC(=O)c2cnc3sccn3c2=O)cc1	-2.2	.	-11.8	108.0	-3.9	1.1	-2.0	-4.9	.	-0.3

High-throughput results from PubChem.

This is a random part of the collection; any-hit rate near 3.1%.
